C8 TRAIL sens: sensitizes caspase-8 expressing cells to TRAIL | inhibition (viability loss, TRAIL sensitization), % at 10 µM | actives 1% (n = 360,000) | NB7+C8 cells + TRAIL, ATPlite viability luminescence;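 active = compounds causing at least 50% loss of cell viability in the single-dose screen, relative to plate controls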
NR2E3 ag: activates human NR2E3 receptor; Q9Y5X4; CHO-S Gal4-NCOR/VP16-NR2E3 two-hybrid, luciferase; inhibition of corepressor binding, % at 3.98 µM; actives 0.35% (n = 360,000);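 active = inhibition above the mean of all tested compounds plus 3 SD, cut at about 70% in these data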;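 note: 0% = DMSO with NR2E3 transfected cells and 100% = cells lacking NR2E3 construct; higher means lower luciferase signal from less NR2E3 corepressor binding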
Target sequence (Q9Y5X4 whole entry, looked up, the tested form may be a part): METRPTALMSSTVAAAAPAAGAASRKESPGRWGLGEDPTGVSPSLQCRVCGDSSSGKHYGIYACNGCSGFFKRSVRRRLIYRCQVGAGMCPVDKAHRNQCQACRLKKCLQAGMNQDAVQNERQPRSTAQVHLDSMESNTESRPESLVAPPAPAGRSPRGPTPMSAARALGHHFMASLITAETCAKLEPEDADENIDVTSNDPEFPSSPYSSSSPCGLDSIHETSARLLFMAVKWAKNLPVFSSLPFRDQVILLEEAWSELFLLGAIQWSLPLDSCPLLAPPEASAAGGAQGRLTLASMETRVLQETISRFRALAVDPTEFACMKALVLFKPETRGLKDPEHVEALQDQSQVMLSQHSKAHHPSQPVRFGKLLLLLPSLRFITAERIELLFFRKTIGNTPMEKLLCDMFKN
iPSC survival up: increases survival of single human iPS cells; AID 602274; actives 0.044% (n = 360,000); survival enhancement, % at 20 µM; hiPSC single-cell survival, ATPlite luminescence; 100% = ROCK inhibitor wells, 0% = DMSO; in the data active = survival enhancement above about 18%;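 note: cells exposed to compounds for 16 hours before the ATP read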
HIF-2a block: HIF-2a inhibition; 786-0 RCC cells HIF-2a reporter, luciferase luminescence, overnight; inhibition, % at 18.8 µM; actives 0.72% (n = 360,000); AID 624352;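 active = inhibition of the luminescence signal of 40% or more relative to plate controls, in a single-dose primary screen at 18.75 µM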
An asterisk follows results filed as active.

SMILES	C8 TRAIL sens	NR2E3 ag	iPSC survival up	HIF-2a block
CCOC(=O)[C@]12CCC=C1N(Cc1ccco1)C(=O)[C@H](CC(=O)NCc1cccs1)C2	-4	-14	-0.5	-8
CS(=O)(=O)N1Cc2cc(C(=O)NCC3CC3)nc(-c3cccc(-c4cccnc4)c3)c2[C@@H]1CCO	11	-4	0.5	3
O=C(NCc1ccccn1)[C@@H]1CCCN1C(=O)[C@@H]1CCCN1C(=O)c1cccs1	-10	-7	0.3	-10
CCOC(=O)[C@]12CCC=C1N(Cc1ccccc1)C(=O)[C@H](CC(=O)NCc1ccc(OC)c(OC)c1)C2	8	-7	-0.4	7
C#CCNC(=O)C[C@@H]1C[C@@]2(C(=O)OC)CCCCC=C2N(CCCCCCCC)C1=O	-20	-20	-0.4	-5
CC(C)C[C@@H](CN1CCC[C@H]1CN1C(=O)C(=O)NC[C@@H]1Cc1ccc(O)cc1)N1C[C@H](Cc2ccc(O)cc2)N(CCc2ccccc2)C(=O)C1=O	-3	-9	-0.5	0
CCS(=O)(=O)N1Cc2cc(C(=O)N(C)C)nc(-c3cccc(-c4ccc(F)cc4)c3)c2[C@@H]1CCO	-8	-8	0.3	13
COc1cccc(C(=O)N2CCC[C@H]2C(=O)N2CCC[C@H]2C(=O)N(C)Cc2ccccc2)c1	5	-7	0.1	5
COC(=O)[C@]12CCCCC=C1N(Cc1ccco1)C(=O)[C@H](CC(=O)NCCCCc1ccccc1)C2	9	-24	-0.6	-14
COC(=O)c1cn(-c2nc3ccccc3s2)nn1	-2	-14	0.5	-10
COc1ccc([C@H]2CC(=O)C[C@@H](CCn3cc(C(C)C)nn3)O2)cc1	-13	-14	-1.0	12
COC(=O)[C@]12CCCCC=C1N(Cc1ccco1)C(=O)[C@H](CC(=O)NCC1CCCCC1)C2	-1	-11	-1.1	5
CC(C=CC(O)=C1C(=O)CNC1=O)=C[C@@H](C)C1OC2(C)OC(C(=O)C3O[C@@]32C)C1C (some centres not stated)	-1	-16	-0.8	6
O=C1NC[C@@H](CCCCN2C[C@H](Cc3ccc(O)cc3)N(Cc3ccccc3)C(=O)C2=O)N(CCC2CCCCC2)C1=O	-1	2	-1.1	3
CCNC(=O)c1cc2c(c(-c3cccc(-c4cc5ccccc5o4)c3)n1)[C@H](CCO)N(C(=O)NC(C)C)C2	10	2	0.4	-50
CCCCCCCCN1C(=O)[C@H](CC(=O)NCc2cccc3ccccc23)C[C@@]2(C(=O)OC)CCCCC=C12	2	-1	0.2	15
CC(=O)N1Cc2cc(C(=O)NCC(F)(F)F)nc(-c3cccc(-c4cccnc4)c3)c2[C@H]1CCO	12	-26	0.0	16
CCOC(=O)[C@]12CCC=C1N(Cc1ccc(Cl)cc1Cl)C(=O)[C@H](CC(=O)NCCCN1CCCC1=O)C2	-9	-7	-0.2	0
CC(C)n1c(=O)c2ccccc2n1S(C)(=O)=O	-5	-1	0.5	8
O=c1[nH]c(=S)[nH]c2c1[C@H](CCc1cccc(Cl)c1)O[C@H](C1CC1)C2	15	-22	0.1	6

Full records from above.
CC(=O)N1Cc2cc(C(=O)NCC(F)(F)F)nc(-c3cccc(-c4cccnc4)c3)c2[C@H]1CCO as listed: C8 TRAIL sens = 12; NR2E3 ag = -26; iPSC survival up = 0.0; HIF-2a block = 16
CCOC(=O)[C@]12CCC=C1N(Cc1ccco1)C(=O)[C@H](CC(=O)NCc1cccs1)C2 as listed: C8 TRAIL sens = -4; NR2E3 ag = -14; iPSC survival up = -0.5; HIF-2a block = -8

Next section.
SMILES	C8 TRAIL sens	NR2E3 ag	iPSC survival up	HIF-2a block
CCC(c1nnnn1-c1ccc2c(c1)OCCO2)N1CCN(Cc2c(F)cccc2Cl)CC1 (configuration not stated)	-13	-19	0.5	8
COC(=O)[C@@]1(Cc2ccc(F)cc2)[C@H]2c3cc(C(=O)N4CCCC4)n(CCN4CCNC4=O)c3C[C@H]2CN1C(=O)c1ccccc1	1	0	-0.2	5
COc1ccc(OC)c(CN2C(=O)c3ccccc3C2c2nnnn2C2CCCC2)c1 (configuration not stated)	10	30	0.3	9
CC(C)C[C@H]1CN(CCCC[C@H]2CNC(=O)C(=O)N2Cc2ccccc2)C(=O)C(=O)N1Cc1ccccc1	-12	-12	-0.1	-9
CCOc1cc(OCC)cc(C(=O)N2CCC[C@H]2C(=O)N2CCC[C@H]2C(=O)N(C)Cc2ccccc2)c1	10	-21	0.1	-3
O=C1c2ccccc2C(c2nnnn2-c2ccc3c(c2)OCCO3)N1C1CC1 (configuration not stated)	-5	13	0.0	-4
O=C1NC[C@H](CCCCN2C[C@H](Cc3ccc(O)cc3)N(Cc3ccccc3)C(=O)C2=O)N(Cc2ccccc2)C1=O	-15	2	0.5	3
CCCCn1nnnc1C1(C)CCC(=O)N1CCOC (configuration not stated)	-3	-3	0.7	-5
CC(C)C[C@H]1COc2cccc(N3CCC[C@H]3CO)c2S(=O)(=O)N1	-6	-18	2.4	3
CC(C)=CCC[C@H](C)CC1Cc2[nH]c(=S)[nH]c(=O)c2C(c2ccc(Cl)cc2)O1 (some centres not stated)	39	40	-0.3	-11
O=c1[nH][nH]c2c1C(c1ccc(Cl)c(Cl)c1)OC(CCc1ccccc1)C2 (configuration not stated)	-20	5	-0.7	18
O=C1NC[C@@H](CCCCN2CCN(Cc3ccccc3)C(=O)C2=O)N(CC2CCCCC2)C1=O	-7	-6	2.2	7
Cc1cc(Br)cn2c(Cc3ccsc3)c(-c3cccc(Br)c3)nc12	14	7	-0.8	-7
O=C1c2ccccc2C(c2nnnn2C2CCCCC2)N1CCc1ccc(O)cc1 (configuration not stated)	2	-1	0.1	-13
COc1cccc(C(=O)N2CCC[C@H]2C(=O)N2CCC[C@H]2C(=O)NCc2ccncc2)c1	-13	0	0.6	5
CCCCC[C@@H]1CCCCC[C@@H](O)C[C@@H](O)[C@@H](O)/C=C/C(=O)O1	-12	12	-0.1	15
COc1ccc(C(=O)c2[nH]c(N)c(C(=O)NCCc3c[nH]c4ccccc34)c2-c2ccc(Cl)c(F)c2)cc1	-5	23	-0.9	-2
Cc1cc(C)cc(Cn2cc(CN3CC(N4CCCC4)CS3(=O)=O)nn2)c1 (configuration not stated)	-5	-8	0.2	-1
COc1ccc(-c2c(C(=O)c3ccccc3)[nH]c(N)c2C(N)=O)cc1OC	-7	-20	1.7	-36
O=S1(=O)N[C@@H](Cc2ccccc2)COc2cccc(N3CCC[C@H]3CO)c21	-8	10	0.4	11

Sorted by formula weight (rising): some entries from above.
SMILES	C8 TRAIL sens	NR2E3 ag	iPSC survival up	HIF-2a block
CCCCn1nnnc1C1(C)CCC(=O)N1CCOC (configuration not stated)	-3	-3	0.7	-5
CCCCC[C@@H]1CCCCC[C@@H](O)C[C@@H](O)[C@@H](O)/C=C/C(=O)O1	-12	12	-0.1	15
CC(C)C[C@H]1COc2cccc(N3CCC[C@H]3CO)c2S(=O)(=O)N1	-6	-18	2.4	3
COc1ccc(-c2c(C(=O)c3ccccc3)[nH]c(N)c2C(N)=O)cc1OC	-7	-20	1.7	-36
O=C1c2ccccc2C(c2nnnn2-c2ccc3c(c2)OCCO3)N1C1CC1 (configuration not stated)	-5	13	0.0	-4
O=S1(=O)N[C@@H](Cc2ccccc2)COc2cccc(N3CCC[C@H]3CO)c21	-8	10	0.4	11
O=c1[nH][nH]c2c1C(c1ccc(Cl)c(Cl)c1)OC(CCc1ccccc1)C2 (configuration not stated)	-20	5	-0.7	18
Cc1cc(C)cc(Cn2cc(CN3CC(N4CCCC4)CS3(=O)=O)nn2)c1 (configuration not stated)	-5	-8	0.2	-1
O=C1c2ccccc2C(c2nnnn2C2CCCCC2)N1CCc1ccc(O)cc1 (configuration not stated)	2	-1	0.1	-13
COc1ccc(OC)c(CN2C(=O)c3ccccc3C2c2nnnn2C2CCCC2)c1 (configuration not stated)	10	30	0.3	9
COc1cccc(C(=O)N2CCC[C@H]2C(=O)N2CCC[C@H]2C(=O)NCc2ccncc2)c1	-13	0	0.6	5
Cc1cc(Br)cn2c(Cc3ccsc3)c(-c3cccc(Br)c3)nc12	14	7	-0.8	-7
O=C1NC[C@@H](CCCCN2CCN(Cc3ccccc3)C(=O)C2=O)N(CC2CCCCC2)C1=O	-7	-6	2.2	7
CCC(c1nnnn1-c1ccc2c(c1)OCCO2)N1CCN(Cc2c(F)cccc2Cl)CC1 (configuration not stated)	-13	-19	0.5	8
CCOc1cc(OCC)cc(C(=O)N2CCC[C@H]2C(=O)N2CCC[C@H]2C(=O)N(C)Cc2ccccc2)c1	10	-21	0.1	-3
O=C1NC[C@H](CCCCN2C[C@H](Cc3ccc(O)cc3)N(Cc3ccccc3)C(=O)C2=O)N(Cc2ccccc2)C1=O	-15	2	0.5	3
COC(=O)[C@@]1(Cc2ccc(F)cc2)[C@H]2c3cc(C(=O)N4CCCC4)n(CCN4CCNC4=O)c3C[C@H]2CN1C(=O)c1ccccc1	1	0	-0.2	5

Other entries follow:
SMILES	C8 TRAIL sens	NR2E3 ag	iPSC survival up	HIF-2a block
Nc1nc2cc(Cl)ccc2cc1C(=O)NCCCc1ccccc1	26	82*	0.2	6
O=C1NC[C@@H](CCCCN2C[C@H](Cc3ccc(O)cc3)N(CCc3ccc(O)cc3)C(=O)C2=O)N(CCc2ccccc2)C1=O	-5	-16	0.4	4
Nc1[nH]c(C(=O)c2ccccc2)c(-c2ccccc2C(F)(F)F)c1C(=O)NCCc1c[nH]c2ccccc12	12	-28	0.3	-50
O=C1NC[C@H](CCCCN2C[C@H](Cc3ccccc3)N(CC3CCCCC3)C(=O)C2=O)N(CC2CCCCC2)C1=O	-1	-44	1.8	-25
CC(C)(C)n1nnnc1C1c2ccccc2C(=O)N1CCc1c[nH]c2ccccc12 (configuration not stated)	-3	8	0.1	9
CCOC(=O)[C@]12CCC=C1N(Cc1ccc3c(c1)OCO3)C(=O)[C@H](CC(=O)NCc1ccc(C)o1)C2	-13	19	0.0	6
O=C1NC[C@H](c2ccccc2)N(CCCCC2CCCCC2)C1=O	-9	4	-2.4	2
CCC(C)[C@H]1CNC(=O)C(=O)N1CCc1cccc(F)c1 (some centres not stated)	1	-8	0.2	1
O=c1[nH][nH]c2c1C(c1cccc(C(F)(F)F)c1)OC(CCc1ccccc1)C2 (configuration not stated)	-14	-27	0.8	2
CCCCCCN1CCN(C2CN(Cc3cn(Cc4cccc(Cl)c4)nn3)S(=O)(=O)C2)CC1 (configuration not stated)	3	42	-0.4	-2
Cc1ccc(-c2nc3c(Cl)cc(C(F)(F)F)cn3c2Cc2ccsc2)cc1	12	-15	-0.1	-10
COc1ccc(NC(=O)C2c3ccccc3OCC(=O)N2CC(F)(F)F)cc1 (configuration not stated)	-5	-4	0.0	-4
CCCNC(=O)c1cc2c(c(-c3cccc(-c4ccc(C#N)cc4)c3)n1)[C@@H](CCO)N(C(=O)CC)C2	-26	-11	1.3	17
C[C@@H]1COc2cccc(N3CCC[C@H]3CO)c2S(=O)(=O)N1	13	-27	0.3	1
Cc1cc2nc(-c3ccc(F)cc3)c(Cc3ccsc3)n2c(C)c1Br	28	-18	-0.2	-13
O=C(NCCN1CCC(n2c(=O)[nH]c3ccccc32)CC1)c1ccccc1C(F)(F)F	6	12	0.2	4
COC(=O)CCCC[C@@H]1O[C@H](CCc2ccccc2)Cc2[nH][nH]c(=O)c21	-3	4	-0.2	1
Cc1cccc(C)c1NC(=O)C1c2ccccc2OCC(=O)N1C1CC1 (configuration not stated)	4	-20	-0.4	3
C[C@@H]1COc2cccc(N3CCSCC3)c2S(=O)(=O)N1	-7	-4	-0.4	12
CCCCN1C(=O)C(CC(=O)NCc2cccc3ccccc23)CC(C(=O)N(C(C)C)C(C)C)=C1C (configuration not stated)	-12	11	-0.3	5
O=C1C(Sc2ccccc2)=C[C@@]2(O)CC[C@@H](O)[C@]1(Sc1ccccc1)[C@H]2O	-22	18	-0.7	3
COCCCN1C(=O)C(CC(=O)NCCc2ccccn2)CC(C(=O)N2CCCCCC2)=C1C (configuration not stated)	12	4	1.2	13
COC(=O)[C@]12CCCCC=C1N(CCC1=CCCCC1)C(=O)[C@H](CC(=O)NCCCCc1ccccc1)C2	11	0	-0.1	7
Cc1cc(Br)cn2c(Cc3ccccc3)c(-c3cccc(Cl)c3)nc12	-8	-29	0.2	4
O=S1(=O)CC(N2CC=CC2)CN1Cc1cn(Cc2cccc(Cl)c2)nn1 (configuration not stated)	-8	-22	0.7	1
Cc1ccc(-c2nc3c4ccccc4ccn3c2Cc2ccccc2C(F)(F)F)cc1	6	-26	0.3	-10
CNC(=O)OC1CC2CC1[C@H]1CCCCN1C2=O (some centres not stated)	0	-19	-0.3	-7
CC(C)C[C@@H](CN1CCC[C@H]1CN1C(=O)C(=O)NC[C@@H]1Cc1ccccc1)N1C[C@H](Cc2ccc(O)cc2)N(CC2CCCCC2)C(=O)C1=O	11	5	0.5	-1
CC(C)n1nnnc1C1c2ccccc2C(=O)N1Cc1cccs1 (configuration not stated)	-15	11	-0.1	-5
CCCCCc1c(-c2ccccc2OC)ncn1CCc1ccccc1OC	41	66	0.0	-46
Cc1ccc2nc(-c3cccc(Cl)c3)c(Cc3ccccc3)n2c1	5	-79	-0.2	-275
CCC(c1nnnn1-c1c(C)cccc1C)N1CCN(c2ccccn2)CC1 (configuration not stated)	24	-6	-0.2	13
COC(=O)c1ccc(N2C(c3cc(OC)cc(OC)c3)=Cc3ccc(OC)cc3C2CC(=O)c2ccco2)cc1 (configuration not stated)	6	-6	0.9	-3
O=C(NC1CCCCC1)C1c2ccccc2OCC(=O)N1C1CC1 (configuration not stated)	-6	-8	-1.2	1
CCCCNC(=O)C1c2ccccc2OCC(=O)N1CCc1ccc(OC)c(OC)c1 (configuration not stated)	4	-10	-0.4	6

A portion of the library. The share of hits here may be higher or lower than overall.
